Screening results from PubChem.
PV pol inh: poliovirus RdRp elongation inhibitors, primary screen, biochemical, fluorescence polarization, total intensity; actives 0.66% (n = 150,000); poliovirus polymerase elongation; hits give low values; % elongation, % (compound at 16.7 µg/mL); AID 588519, 2011; in the data active means % elongation below about 90%; further: some results filed as inactive read as strong as hits
Target sequence (P03300 1749-2209 limits assumed): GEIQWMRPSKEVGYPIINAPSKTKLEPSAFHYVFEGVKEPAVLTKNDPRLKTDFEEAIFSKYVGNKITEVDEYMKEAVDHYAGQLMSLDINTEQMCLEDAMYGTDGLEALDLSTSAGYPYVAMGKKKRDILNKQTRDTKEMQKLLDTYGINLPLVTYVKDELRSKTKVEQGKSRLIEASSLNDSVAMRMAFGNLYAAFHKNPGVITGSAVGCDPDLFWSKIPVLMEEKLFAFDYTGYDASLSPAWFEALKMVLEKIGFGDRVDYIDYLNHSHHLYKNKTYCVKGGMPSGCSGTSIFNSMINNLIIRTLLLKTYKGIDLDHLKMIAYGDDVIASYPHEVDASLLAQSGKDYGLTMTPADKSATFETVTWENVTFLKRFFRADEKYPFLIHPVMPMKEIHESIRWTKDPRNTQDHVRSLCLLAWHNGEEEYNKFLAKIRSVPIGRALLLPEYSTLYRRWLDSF
PV pol inh FP z-score: second read-out of PV pol inh, no call of its own (marks repeat the call); z-score; measured here: FP z-score; hits read low
* = called active by the depositor. This is a subset; count on the stated rates, not on these rows.

Under each structure: PV pol inh FP z-score, PV pol inh
CC(C)CC(=O)N1CC(=O)Nc2ccc(F)cc2C1c1ccccc1 (stereo not given)
 : 0.6, 108
CCCCNC(=O)c1c(N)no[n+]1[O-]
 : -0.9, 99
Cn1cccc1C(=O)OCc1cc(=O)oc2cc(O)ccc12
 : 0.1, 104
COc1ccccc1/C=C(/C(=O)OCc1cc(C)on1)c1ccccc1
 : -0.2, 103
Cc1cccc(N(C)C(=O)C2CCN(S(=O)(=O)c3cccc4nonc34)CC2)c1
 : -0.7, 102
CCOC(=O)c1[nH]c(C)c(CCC(=O)Nc2cc(C)ccc2OC)c1C
 : 0, 107
Cc1ccc(NC(=O)Cn2cc(S(=O)(=O)NC(C)C)c(S(=O)(=O)NC(C)C)c2)cc1Cl
 : 0.2, 109
Cc1cc(N)n(-c2nc(C)nc3sc4c(c23)CCC(C)C4)n1 (stereo not given)
 : -0.4, 100
Cc1ccc(N=C2C(=O)Nc3ccccc32)cc1
 : 0.2, 103
OC1CCN(Cc2cccc(Br)c2)CC1
 : -0.4, 97
O=C1CN(C(=O)CCc2ccccc2)c2ccccc2N1
 : 0.7, 103
CCN1C(=O)CC(C(=O)Nc2ccc(OC)cc2)SC1=Nc1ccccc1 (stereo not given)
 : 0.4, 103
Cn1cc(C(=O)NCCc2ccccc2)c(=O)c2cc(S(=O)(=O)N3CCCCCC3)ccc21
 : -1.1, 98
CCC(C)NC(=O)CSc1nc2ccc(N3CCOCC3)cc2c(=O)n1Cc1ccc2c(c1)OCO2 (stereo not given)
 : -0.5, 100
CCN1C(=O)c2ccccc2Sc2ccc(NC(=O)Nc3ccccc3OC)cc21
 : -0.7, 104
COC(=O)c1ccc(OCC2c3cc(OC)c(OC)cc3CCN2C(=O)Cc2ccc(OC)c(OC)c2)cc1 (stereo not given)
 : -0.3, 105
CCCC(=O)OC1=CN(Cc2ccccc2)S(=O)(=O)c2ccccc21
 : 0.8, 111
Cn1cnc(S(=O)(=O)N2CCCC(C(=O)NCc3ccc(Cl)cc3)C2)c1 (stereo not given)
 : -0.3, 105
Cc1cc(=O)[nH]c(SCC(=O)N2CCN(c3ccccc3)CC2)n1
 : -1.2, 102
CCOc1ccc(N2C(=O)N(Cc3ccc(C)cc3C)c3ccccc3S2(=O)=O)cc1
 : 0.8, 111

3 entries from above, bar-delimited:
molecule | PV pol inh FP z-score | PV pol inh
Cn1cccc1C(=O)OCc1cc(=O)oc2cc(O)ccc12 | 0.1 | 104
COc1ccccc1/C=C(/C(=O)OCc1cc(C)on1)c1ccccc1 | -0.2 | 103
Cc1cccc(N(C)C(=O)C2CCN(S(=O)(=O)c3cccc4nonc34)CC2)c1 | -0.7 | 102

Next part
Under each structure: PV pol inh FP z-score, PV pol inh
O=C(Cn1cnc2c(cnn2-c2ccccc2)c1=O)NCCc1ccccc1
 : 0.2, 101
CCOC(=O)c1c(CCc2ccc3c(c2)OCO3)csc1N
 : -0.7, 101
CC(C)N(C(=O)NC(=O)Nc1ccc(C=C(C#N)C#N)cc1)S(C)(=O)=O
 : -1*, 88*
COCn1c(COc2ccc3ccccc3c2)nc2ccccc21
 : -0.2, 101
CCOC(=O)c1ccc(NC(=O)c2cccc3c(=O)c4c([nH]c23)CCCC4)cc1
 : 0.2, 108
CCCCn1c(Cc2ccccc2)nc2ccccc21
 : -0.5, 100
Cc1ccc(F)cc1NC(=O)c1ccc(Cn2nc(N3CCN(c4ccccc4)CC3)ccc2=O)o1
 : -2.4, 95
Nc1ccccc1C(=O)NCCN1CCNC1=O
 : 0.8, 110
Cn1nc(-c2ccc(Cl)cc2)cc1NC(=O)Cn1nnc(-c2ccccc2)n1
 : -0.6, 98
CCc1ccccc1N(C)C(=O)Cn1cnc2sc(C)c(S(=O)(=O)N3CCC(C)CC3)c2c1=O
 : 0.3, 106
CC1(C)C(C(=O)ON2C(=O)CCC2=O)C1(C)C
 : 0.2, 101
CN(C)c1ccc(NC(=O)c2ccccn2)cc1
 : -0.4, 99
CCSc1nnc(-c2cccc(S(=O)(=O)N3CCOCC3)c2)n1C1CCCC1
 : 0.3, 105
COc1ccccc1CNC(=O)Cn1c(=O)ccc2cc(S(=O)(=O)N3CCC(C)CC3)ccc21
 : -0.7, 104
CCc1nn(CC(=O)NC(C)C)c(=O)c2cc3cc(F)ccc3n12
 : 0, 106
COc1ccccc1CNc1nc(-c2ccco2)nn1S(=O)(=O)c1ccc(Cl)cc1
 : 0.4, 109
Cc1nn(-c2ccc(N3CCCC3)nn2)c(C)c1CCC(=O)N1CCN(c2ccccc2F)CC1
 : 0.1, 107
O=C(O)/C=C\C(=O)NCC1(c2ccccc2)CCOCC1
 : -0.1, 100
CC(C)N1CCC(=O)N(c2ccc(C(C)(C)C)cc2)C1=O
 : 0.2, 102
N#CC(C#N)=C1CCC(=C(C#N)C#N)CC1
 : 1.2, 110

More results follow:
Under each structure: PV pol inh FP z-score, PV pol inh
CC(NC(=O)CSc1nnc(-c2ccco2)n1-c1ccccc1)C1CC2CCC1C2 (stereo not given)
 : 0.1, 102
O=C(Cn1cccc1)Nc1ccccc1Cl
 : -2.3, 98
CC1(C)C/C(=N\O)c2c(nc(C(F)(F)F)c3[nH]c4ccccc4c23)C1
 : 0.3, 102
Cc1[nH]nc2c1C(c1ccc(C(C)C)cc1)N(C)C2=O (stereo not given)
 : -0.4, 101
COc1cccc(-c2nn3c(=O)cc(CN4CCN(C(=O)COc5ccccc5C)CC4)nc3s2)c1
 : 1.4, 113
O=C(Cn1c(C(=O)NCc2ccco2)cc2sccc21)c1ccccc1
 : 0.4, 104
O=C(CCn1nnc2ccccc21)N1CCC(O)(c2cccc(F)c2)CC1
 : -0.2, 99
CCCS(=O)(=O)N1CCn2cccc2C1c1ccc(Cl)cc1Cl (stereo not given)
 : 0.3, 108
CCC1=Nc2cc(C(=O)NC3CCCC3)ccc2Sc2ccc(Cl)cc21
 : 0.1, 113
Cc1ccc(-c2csc3ncnc(NCCC(=O)O)c23)cc1
 : 1.1, 106
CC(=O)ON1C(c2ccccc2)[N+]([O-])=C(c2ccccc2)C1(C)C (stereo not given)
 : 0.3, 102
Cc1ccccc1S(=O)(=O)Cc1ccc(C(=O)NC2CCCCC2)o1
 : -0.4, 103
N/C(=N\OC(=O)CN1C(=O)c2ccccc2C1=O)c1ccccn1
 : -0.4, 99
CCOc1ccc(C2CNC(=O)C2)cc1 (stereo not given)
 : 0.9, 103
O=C(CC1COc2ccccc2O1)Oc1ccccc1 (stereo not given)
 : 0, 103
Cn1c(=O)n(C)c2cc(CNc3ccc(N4CCOCC4)c(C(=O)O)c3)ccc21
 : -0.6, 99
CCCN(CCC)CCCn1cnc2c([nH]c3ccc(F)cc32)c1=O
 : 0.2, 103
Cc1ccc(NC(=O)N2CC3CCCN3c3ccccc32)c(C)c1 (stereo not given)
 : -1.9, 98
c1ccc2c(c1)NC(c1ccc3c(c1)OCCO3)n1cccc1-2 (stereo not given)
 : 0.1, 102
COc1ccccc1OCC(=O)NC1CCCCC1
 : -0.1, 102

Continuation:
Under each structure: PV pol inh FP z-score, PV pol inh
Cc1ccc(N2CCN(C(=O)c3cn(C)c4ccc(S(=O)(=O)N(C)C)cc4c3=O)CC2C)cc1 (stereo not given)
 : -0.1, 104
COC(=O)c1ccccc1NC(=O)c1cc(=O)c2ccc(C)c(C)c2o1
 : 0.3, 109
O=C(CCCSc1nc2ccccc2s1)N1CCN(c2ncccn2)CC1
 : 0.2, 105
COc1ccc(-c2cc(-c3nc(-c4cccnc4)no3)[nH]n2)cc1
 : -0.3, 100
Cc1nc2ccccc2cc1C(N)=O
 : 0.4, 106
COc1ccc(/C=C/C#N)cc1
 : -0.3, 100
CCc1cccc(CC)c1-n1nnc2c(sc3nc(C)cc(C)c32)c1=O
 : 0.4, 110
C[C@@H]1[C@@H](c2ccc(F)c(Br)c2)N2C=Cc3ccccc3[C@@H]2C1(C#N)C#N
 : 0, 100
Cc1nc2ccccc2c2c1C(=O)N(C1CCCCCCC1)C2=O
 : 0.6, 103
CCOc1ccc(CN2C(=O)c3ccccc3Sc3ccc(C(=O)OC)cc32)cc1
 : -0.1, 107
CCOC(=O)c1cc2ccccc2[nH]c1=O
 : 0.1, 102
CCOC(=O)C1CCN(S(=O)(=O)c2cnc[nH]2)CC1
 : -0.3, 100
CC1CN(C(=O)c2cc(S(=O)(=O)N3CCCC3)ccc2Cl)CC(C)O1 (stereo not given)
 : -0.3, 101
O=c1[nH]n(CC2COC(c3ccccc3)O2)c(=O)c2ccccc12 (stereo not given)
 : 0.6, 104
N#CC(Nc1cc(C(F)(F)F)cc(C(F)(F)F)c1)c1ccccc1 (stereo not given)
 : 0.7, 107
COc1ccc(-c2nc(SCCC(=O)O)n[nH]2)cc1
 : 0, 102
O=C(c1ccc2c(c1)OCCCO2)N1CCOCC1
 : -0.1, 104
CC(C)C[C@H](N)c1nnc(SCc2ccc(Cl)cc2Cl)o1
 : -1.7, 99
O=C(Cc1cccc2ccccc12)Nc1ccc(-n2cnnn2)cc1
 : -0.1, 101
Cc1cc(N2CCOCC2)nc([S+]2CCCC2)n1
 : -0.6, 100

Laid out differently: results already given
| SMILES | PV pol inh FP z-score | PV pol inh |
| --- | --- | --- |
| O=C(CCCSc1nc2ccccc2s1)N1CCN(c2ncccn2)CC1 | 0.2 | 105 |
| COc1ccc(-c2cc(-c3nc(-c4cccnc4)no3)[nH]n2)cc1 | -0.3 | 100 |
| Cc1nc2ccccc2cc1C(N)=O | 0.4 | 106 |
| COc1ccc(/C=C/C#N)cc1 | -0.3 | 100 |

Other compounds follow.
Under each structure: PV pol inh FP z-score, PV pol inh
CCCCC(=O)Nc1cc(OC)c(OC)cc1C(=O)O
 : 0, 102
O=C(c1ccco1)c1cn(CCOc2ccc(Cl)cc2)c2ccccc12
 : 0.1, 105
COc1ccc(S(=O)(=O)N2CCCCC2)cc1-n1c(N)c(C#N)c2nc3ccccc3nc21
 : 2.6, 117
O=C(NCc1ccccc1Cl)c1ccc(Nc2nc3ccccc3n3nnnc23)cc1
 : 0.8, 108
CCn1ccc2cc(S(=O)(=O)N3CCCN(C(=O)Nc4ccc(C)c(F)c4)CC3)ccc21
 : -1.5, 101
CN1C(=O)c2ccccc2C1O (stereo not given)
 : 0.2, 104
O=C(CN1C(=O)c2ccccc2C1=O)Nc1ccc(S(=O)(=O)NC2=NCCCCC2)cc1
 : -0.2, 100
Cc1nnc(SCC(=O)N(CC(C)C)C2CCS(=O)(=O)C2)s1 (stereo not given)
 : 0.2, 104
CCC(C)NC(=O)c1csc2c1CCCCC2 (stereo not given)
 : 1.3, 104
O=C(c1c(Cl)nc2sccn12)N1CCN(c2cccc(Cl)c2)CC1
 : -0.2, 101
CCCOc1ccc(CN(C(=O)Cc2coc3ccc(CC)cc23)C2CCS(=O)(=O)C2)cc1 (stereo not given)
 : 0.4, 120
CSc1ccccc1NC(=O)c1noc2c1CC(C(C)(C)C)CC2 (stereo not given)
 : 0.5, 104
O=S(=O)(NCc1ccccc1)c1ccc(S(=O)(=O)N2CCCCCC2)cc1
 : -0.2, 101
O=C(CNC(=O)C12CC3CC(CC(C3)C1)C2)N1CCN(S(=O)(=O)c2ccc(Cl)cc2)CC1
 : 0.6, 107
Cc1cc(=O)[nH]c(SCc2cc(=O)n3nc(SCC(C)C)sc3n2)n1
 : -0.2, 100
CCOC(=O)c1cccc(NC(=O)NCc2cccn2Cc2ccccc2)c1
 : -1.4, 100
Cc1oc2ncn(C)c(=O)c2c1C(=O)N1CCc2ccccc21
 : -0.1, 102
Oc1ccccc1CNC1CCCCC1
 : 0.2, 100
O=C(NC1CCCCC1)N1c2ccccc2CCc2ccccc21
 : 0.3, 103
Cc1n[nH]c(=O)c2c(NC(=O)COC(=O)/C=C/c3ccc4c(c3)OCO4)oc(C)c12
 : -0.5, 100

Further entries
Under each structure: PV pol inh FP z-score, PV pol inh
O=C(CC1CC2CCC1C2)NCc1cccs1 (stereo not given)
 : 0, 103
CCOC(=O)c1c(C)[nH]c(C(=O)O)c1C
 : 0.6, 109
CSc1ccc(Cl)c(C(=O)OC(C)C(N)=O)c1 (stereo not given)
 : 0.1, 105
CCCCc1ccc2nc(NC(=O)c3ccco3)sc2c1
 : 0.5, 102
Cc1[nH]nc(N)c1C#N
 : 0.7, 103
O=C(c1ccc(F)cc1)N1c2ncnn2C2(CCCCC2)[C@@H]2CCCC[C@@H]21
 : 0, 104
CC1CN(CC(=O)Nc2ccc3c(c2)CCC3)CC(C)O1 (stereo not given)
 : 0.1, 104
CS(=O)(=O)N(CC(=O)Nc1ccc2c(c1)OCCO2)c1ccccc1
 : -0.1, 101
O=c1cc(-c2ccccc2)nc(Cc2c(Cl)cccc2Cl)[nH]1
 : 0.9, 107
COc1ccccc1CNC(=O)CCc1c(C)c2ccc(OC)c(C)c2oc1=O
 : -0.8, 103
CC(=O)Nc1ccc2c(c1)nc1n2CCN(C(C)c2ccccc2)C1 (stereo not given)
 : -0.1, 100
N#Cc1cc(-c2nc3ccccc3[nH]2)c(N)n2c1nc1ccccc12
 : -0.2, 100
COc1cccc(C(=O)Nc2nc3c(s2)CCCC3)c1
 : -1.2, 91
Cc1[nH]c2ccccc2c1CCNCC(C)(C)C
 : -0.8, 100
COc1ccc(-c2nc3cccc(C)n3c2NCc2ccco2)cc1OC
 : -0.8, 99
O=C(O/N=C1/CCCc2occc21)c1ccccc1
 : 0.4, 102
Cc1ccccc1OCc1nnc(SCC(=O)Nc2sc(C)c(C)c2C#N)n1-c1ccccc1
 : 0.4, 103
COCc1cc(C)nc2c1C(=O)NC(c1ccc(Br)cc1)N2Cc1ccccc1 (stereo not given)
 : 0.7, 108
N#Cc1ccc(OC(C(F)(F)F)C(F)(F)F)cc1C#N
 : -0.3, 100
Cc1cc(C(=O)CC#N)c(C)n1-c1cccc(C(F)(F)F)c1
 : 0.8, 104

Continued.
Under each structure: PV pol inh FP z-score, PV pol inh
COc1ccc(N2CCN(C(=O)C(c3ccccc3)c3ccccc3)CC2)cc1
 : -0.2, 100
O=C(NC1CCCC1)C1CCCN(C2=NS(=O)(=O)c3ccccc32)C1 (stereo not given)
 : 0.6, 105
CSc1nc2n(n1)C(C(C)C)C(C(=O)Nc1ccccc1)=C(C)N2 (stereo not given)
 : -0.4, 101
CCn1c(CN2CCOCC2)nc2cc(NC(=O)c3ccc([N+](=O)[O-])cc3)ccc21
 : -0.6, 98
